Thrombin inh: blocks human thrombin protease activity; P00734; alpha-thrombin, Boc-VPR-AMC fluorogenic substrate cleavage; inhibition, % at 5 µM; hit rate 0.26% among 220,000; AID 1046;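 active = inhibition at or above 40%; inactive = inhibition below 40%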;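 note: 0% = enzyme with no compound and 100% = wells without enzyme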
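Material: human alpha-thrombin enzyme / Medium: pH 7.5 Tris (50 mM) with NaCl 150 mM, Tween 20 0.05% / Compound: single-point dosing at 5 µM, 0.2% DMSO / Incubation: enzyme reaction carried out at room temperature / Detection: AMC fluorescence, 355/460 nm / Read-out basis: percent inhibition scaled between no-compound controls and no-enzyme blanks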
Rad51 HR inh: Rad51 (human) homologous recombination inhibition; hRad51 DNA strand exchange, fluorescence dequenching; AID 1385; Q06609; hit rate 0.085% among 200,000; inhibition, % at 10 µM;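 active = inhibition above 40% at the single screening dose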;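 note: 0% = DMSO control wells and 100% = blanks with heterologous ssDNA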
Target sequence (Q06609 whole entry, looked up): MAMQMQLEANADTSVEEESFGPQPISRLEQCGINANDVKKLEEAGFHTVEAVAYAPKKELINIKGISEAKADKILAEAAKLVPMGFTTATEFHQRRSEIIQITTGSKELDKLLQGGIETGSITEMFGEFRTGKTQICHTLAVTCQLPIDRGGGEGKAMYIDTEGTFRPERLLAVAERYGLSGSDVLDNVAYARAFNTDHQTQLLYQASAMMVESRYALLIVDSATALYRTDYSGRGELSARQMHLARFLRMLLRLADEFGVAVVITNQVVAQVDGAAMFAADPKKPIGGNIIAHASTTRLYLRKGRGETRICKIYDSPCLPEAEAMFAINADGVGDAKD
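System: hRad51 filaments on single-stranded DNA; reagent: Fluorescein- and BHQ1-tagged 47-mer duplex; compound dosing: one concentration, 10 µM final; timing: filaments 15 min 37 °C, then compound 30 min; measured by: fluorescein emission 520 nm, excitation 485 nm; benchmarks: per-plate controls and blanks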
FXIIa inh: inhibitors of human coagulation factor XIIa | purified FXIIa, Boc-QGR-AMC fluorogenic substrate, 2 h | hit rate 0.3% among 220,000 | inhibition, % at 5 µM | AID 800; in the data active = inhibition above about 40%;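 note: 0% = enzyme with no compound and 100% = blank without enzyme; many of its hits are not listed in these tables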
TNF death inh: TNF-alpha cell death inhibition in Jurkat FADD-/- cells; Jurkat FADD-/- TNF necroptosis rescue, ATP luminescence, 24 h; 0 = TNF only, 100 = no-TNF cells; activation (protection from cell death), % at 10 µM; AID 463075; hit rate 0.068% among 220,000;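 active = activation, meaning protection from cell death, of at least 50% relative to plate controls; inactive = activation below 50%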;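 note: necroptosis triggered by 40 ng/mL TNF-alpha added together with compound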
Hck-Nef inh: inhibitors of human Hck kinase activated by Nef. Recombinant Hck-YEEI plus Nef, Z-Lyte FRET kinase assay. inhibition, % at 20 µM. hit rate 0.68% among 220,000;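 active = Hck-Nef kinase inhibition above about 50%, limit read from the data; inactive = inhibition below that limit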;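 note: 0% = DMSO with Hck plus Nef and 100% = Hck alone without Nef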
zVAD death inh: L929 zVAD cell death inhibition; L929 zVAD necroptosis rescue, ATP luminescence, 24 h; with zVAD 60 µM; viability rescue, % at 10 µM; hit rate 0.38% among 220,000; AID 1377;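 active = activation, scaled between plate controls, above about 75%, limit read from the data; inactive = activation under that limit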;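 note: 0% = zVAD with DMSO and 100% = DMSO alone without zVAD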
FXIa inh: blocks human coagulation factor XIa protease activity; P03951; purified FXIa, Boc-Glu-Ala-Arg-AMC fluorogenic substrate; inhibition, % at 5 µM; hit rate 0.14% among 220,000; AID 798;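 active = inhibition of at least 40%; inactive = inhibition below 40%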;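 note: fluorescence of freed AMC excited at 355 nm; 0% = enzyme without compound and 100% = no enzyme blank; many of its hits are not listed in these tables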
KLK5 inh: inhibitors of human kallikrein 5. Q9Y337. recombinant hK5, fluorogenic AMC substrate cleavage. inhibition, % at 5 µM. hit rate 0.59% among 210,000. AID 873;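 active = inhibition of 40% or more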;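 note: 0% = enzyme controls without compound and 100% = no-enzyme blanks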
Target sequence (Q9Y337 67-293 limits assumed): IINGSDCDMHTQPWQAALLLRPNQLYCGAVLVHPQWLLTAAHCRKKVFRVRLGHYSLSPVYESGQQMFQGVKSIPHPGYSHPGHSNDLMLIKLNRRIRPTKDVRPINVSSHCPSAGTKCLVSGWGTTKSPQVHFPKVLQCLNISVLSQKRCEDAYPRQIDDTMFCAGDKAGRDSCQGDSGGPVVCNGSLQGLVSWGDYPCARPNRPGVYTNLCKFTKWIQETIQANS
Cl transport mod: KCC2 (human) Cl- transport modulation. KCC2 cells, thallium flux FluoZin-2 fluorescence. B-score of Tl+ flux slope (higher = more flux/activation; lower = inhibition) at 10 µM. hit rate 2.2% among 190,000. AID 1456. Q9H2X9;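 active = thallium flux slope and its plate-corrected score both differing from the plate sample mean at a set confidence after two filtering rounds, in either direction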;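 note: slope of fluorescence scaled to starting intensity during 10 to 20 s after thallium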
Active calls of the source: *; · = not tested or not shown.

The first 3 records as a preview:
Values run as follows: Thrombin inh, Rad51 HR inh, FXIIa inh, TNF death inh, Hck-Nef inh, zVAD death inh, FXIa inh, KLK5 inh, Cl transport mod
[1] COc1cc2c(cc1OC)C(c1ccccc1)N(S(C)(=O)=O)CC2 (stereo not drawn)
→ -5.5, -46.6, 8.3, 0.1, -0.1, -1.0, -1.7, ·, 0.0319
[2] Cc1ccc(S(=O)(=O)N2CCOCC2)cc1NC(=O)CSc1n[nH]c(N)n1
→ -5.9, 2.3, 8.0, 1.6, 20.3, 1.4, 4.0, -2.7, 0.698
[3] O=C1CC(c2ccccc2)n2nc(NC(=O)c3ccccn3)nc2N1 (stereo not drawn)
→ -0.4, -1.1, 4.8, -2.9, -6.5, 0.7, 1.3, -55.6, -0.552

Results, previewed entries included:
Values run as follows: Thrombin inh, Rad51 HR inh, FXIIa inh, TNF death inh, Hck-Nef inh, zVAD death inh, FXIa inh, KLK5 inh, Cl transport mod
[1] COc1cc2c(cc1OC)C(c1ccccc1)N(S(C)(=O)=O)CC2 (stereo not drawn)
→ -5.5, -46.6, 8.3, 0.1, -0.1, -1.0, -1.7, ·, 0.0319
[2] Cc1ccc(S(=O)(=O)N2CCOCC2)cc1NC(=O)CSc1n[nH]c(N)n1
→ -5.9, 2.3, 8.0, 1.6, 20.3, 1.4, 4.0, -2.7, 0.698
[3] O=C1CC(c2ccccc2)n2nc(NC(=O)c3ccccn3)nc2N1 (stereo not drawn)
→ -0.4, -1.1, 4.8, -2.9, -6.5, 0.7, 1.3, -55.6, -0.552
[4] CC(Sc1cccc2cccc(C(=O)O)c12)C(=O)O (stereo not drawn)
→ -3.1, 2.5, 6.3, -0.5, 15.3, 0.3, -8.3, -3.2, -0.392
[5] CC(C)[C@@H]1N[C@]2(C(=O)Nc3ccccc32)[C@@H]2C(=O)N(c3cccc(C(F)(F)F)c3)C(=O)[C@@H]21
→ -0.7, 2.5, 14.0, 0.4, -0.5, 0.8, 0.3, -22.5, ·
[6] N#CCC(=O)N/N=C/c1cn(Cc2ccc(Cl)cc2Cl)c2ccccc12
→ 8.0, -14.9, 12.4, -1.2, -9.6, 0.7, 15.9, 13.8, 0.401
[7] Cc1ccc2cccc(Oc3ccc([N+](=O)[O-])cc3[N+](=O)[O-])c2n1
→ -3.6, 0.9, 7.6, -6.4, 13.2, 1.7, 10.4, -12.2, -2.09
[8] Cc1cccc(NC(=O)CCCN2C(=O)c3cccc4cccc(c34)C2=O)c1
→ -0.5, -2.7, 22.5, -0.5, 2.0, 1.1, 1.5, -6.9, ·
[9] O=C(COc1ccccc1)Nc1cc(C(F)(F)F)ccc1N1CCCC1
→ -0.8, 1.6, 1.9, -6.4, 0.5, 0.3, -1.5, 4.9, -0.668
[10] Cc1cc(/C=C2\NC(=O)NC2=O)c(C)n1-c1cccnc1
→ -9.0, ·, 4.7, 1.7, 52.2*, 0.7, 3.1, 2.0, 0.299
[11] Cc1ccc(NC(=O)CCC(=O)NNC(=O)CCc2ccccc2)c(C)c1
→ -9.0, 14.3, 10.7, 0.6, 20.3, 0.0, 4.4, 6.2, -1.83
[12] COCCn1c(SCC(=O)c2ccccc2)nc2c(c1=O)SC(C)C2 (stereo not drawn)
→ -3.5, -3.7, 1.9, -1.2, 0.8, -0.3, -4.6, -16.6, ·
[13] O=C(Nc1ccc(S(=O)(=O)NC2=NCCCCC2)cc1)c1ccc(C(F)(F)F)cc1
→ -1.3, -0.9, 9.8, -0.9, 17.7, 0.6, -0.9, -0.8, 0.962
[14] CCOC(=O)/C(C#N)=C(/C)c1ccc(OC)cc1
→ -5.6, 0.4, 1.7, 4.9, 0.6, -0.1, -11.8, -18.1, -0.0196
[15] COc1ccc(CC(=O)OCC(=O)NC(=O)NC2CCCCC2)cc1
→ -7.3, 0.2, 2.9, -1.1, -1.9, 0.1, -3.5, 9.8, 1.33
[16] CC(C)COC(=O)CCn1[nH]c(=O)c2ccccc2c1=O
→ -6.4, -0.2, 0.2, -3.0, 0.8, 0.0, -10.5, -12.3, 1.41
[17] CCC1(C)Cc2nc3[nH]c(=S)n(-c4ccccc4)c(=O)c3cc2CO1 (stereo not drawn)
→ 0.0, -1.1, 22.5, 0.1, 0.6, -0.9, 11.1, -8.9, -2.61
[18] Cc1ccc(C)c(C(=O)O/N=C(\N)c2ccc(Br)cc2)c1
→ 4.2, 1.2, 13.0, 0.9, -21.5, 0.7, -0.7, 4.9, ·
[19] Cc1ccccc1N1C(=O)C2ON(c3ccccc3)C(c3ccncc3)C2C1=O (stereo not drawn)
→ -10.6, -12.4, 1.5, 0.1, 1.7, 3.2, 2.9, -23.2, 0.745
[20] Cc1ccc(OCC(=O)Nc2ccc(N3CCCC3)cc2)cc1C
→ 6.3, -4.7, 26.3, -3.0, 11.1, 0.4, 17.6, -11.2, -0.341
[21] CCCCCCCC(=O)N/N=C(\C)c1ccc(O)cc1O
→ -3.4, -14.3, 19.4, 1.5, 5.3, 1.7, 19.6, -2.0, 0.463
[22] Clc1ccccc1OCCCCN1CCCC1
→ -2.8, -5.5, 3.5, -2.2, -0.9, 0.0, 2.4, 0.0, 1.47
[23] CCOC(=O)c1cccc(NC(=O)CCc2ccccc2)c1
→ -6.7, -1.2, 2.8, 1.4, -8.6, 8.4, -4.5, -4.5, -0.0874
[24] C[C@@H]1NC(=O)/C(=C\c2ccccc2Cl)NC1=O
→ -1.4, 7.5, 1.9, 0.3, -2.0, -0.2, -4.0, -0.6, -0.109
[25] O=C(c1cccc([N+](=O)[O-])c1)c1ccc2c(c1)C(=O)N(c1c[nH]c(=O)[nH]c1=O)C2=O
→ -6.3, 4.7, 6.0, 1.1, 21.9, 1.3, 0.1, -0.8, 0.0501
[26] Cc1ccccc1-n1cc[nH]c1=S
→ -3.5, ·, 5.4, 0.9, -2.0, -0.9, -0.6, ·, 0.0774
[27] CCOC(=O)c1cc(-c2ccccc2)sc1NC(=O)CN1C(=O)NC(CC)(c2ccc(F)cc2)C1=O (stereo not drawn)
→ -2.1, 5.2, 11.7, -0.4, -4.9, -0.5, -2.7, -1.6, 1.46
[28] CCOC(=O)CC1=CC(=O)Nc2ccccc2N1
→ 1.4, -9.1, 17.8, -5.9, 8.6, -0.3, 8.5, -1.3, 0.13
[29] CCn1c(SCc2nnc(-c3ccccc3)o2)nnc1-c1ccc(S(=O)(=O)N2CCCC2)cc1
→ -3.7, -0.8, 1.9, -2.7, -0.2, -0.4, -3.7, 1.6, -0.555
[30] O=C(CN(Cc1cccs1)C(=O)CSc1nnc(COc2ccccc2)o1)NC1CCCCC1
→ -4.1, -9.2, 0.1, 0.5, 5.5, -0.2, -2.4, -3.5, -2.66
[31] COC(=O)c1ccc(Oc2cc(C)nc(Cl)n2)cc1
→ -2.4, 9.4, 3.9, -0.2, 21.2, -0.2, -2.8, 9.1, ·
[32] Cc1ccc2c(c1)c1ncnc(N3CCN(c4ccccc4)CC3)c1n2C
→ -7.7, 4.1, -10.7, -3.2, 1.2, 0.1, -1.3, 0.1, 0.0132
[33] COc1cc(/C=N/NC(N)=S)ccc1OCC(=O)Nc1ccc(C)cc1
→ -11.4, 2.4, 19.7, -1.7, 0.0, 0.1, 17.6, -29.4, 0.282
[34] Cc1c(N2C(=O)C(C)SC23C(=O)Nc2ccccc23)c(=O)n(-c2ccccc2)n1C (stereo not drawn)
→ -1.9, -2.6, 6.8, -1.4, 0.4, 0.0, -8.4, -7.5, 0.554
[35] COc1cc(C(=S)N2CCN(C)CC2)ccc1OCC(=O)NCc1ccccc1
→ 4.5, 5.2, 0.1, 1.0, -2.6, 0.8, -3.9, -16.8, 0.182
[36] Cc1oc(-c2ccccc2F)nc1CS(=O)(=O)CC(=O)N1CCOCC1
→ 0.8, 1.4, 17.1, 0.7, -3.4, 2.4, 7.4, 3.7, -0.139
[37] CCOC(=O)N1CCN(C(=S)NC(=O)c2ccnn2C)CC1
→ -2.0, 4.3, 5.2, 2.7, 3.8, -0.4, 3.9, -8.7, -0.488
[38] CC(=O)C1=C(O)C(=O)N(Cc2ccco2)C1c1ccc2c(c1)OCO2 (stereo not drawn)
→ -0.2, -9.7, 2.9, -0.4, 0.8, 0.8, 0.6, 2.4, 0.27
[39] CCOC(=O)c1c(N2C(=O)C=CC2=O)sc(C)c1C
→ 1.3, -9.8, 4.9, -1.2, -6.1, -0.3, 3.6, 5.9, ·
[40] N#CCCSc1nc(N2CCOCC2)c2c(c1C#N)CCCC2
→ -7.3, 2.9, -15.2, 0.6, -8.1, -1.2, -9.4, 12.6, -0.728
[41] COc1cc2c(cc1OC)CN(CC(=O)Nc1ccc(C)cc1)CC2
→ 1.0, -5.0, 2.1, 1.1, 1.6, -1.6, -2.3, 4.7, ·
[42] O=C(CCC(=O)OCC(=O)c1ccc(Br)cc1)Nc1ccc(Br)c2cccnc12
→ -5.5, -6.3, -2.2, -0.8, 0.0, 0.2, -9.1, -2.2, -0.616
[43] Cc1noc(C)c1C(=O)N1CCCC(C(=O)c2cccc(OC(C)C)c2)C1 (stereo not drawn)
→ 20.6, -5.9, 28.4, 0.4, 10.6, -0.5, 32.8, 33.9, 0.913
[44] CC(C)CCn1c(O)c(N=Nc2ccccn2)c2ccccc21
→ -4.4, -6.9, 3.7, 0.9, -1.8, 0.3, -7.1, -6.9, 6.87*
[45] COc1ccc(C2N=C(N)N=C(N)N2c2ccc(C)cc2)cc1 (stereo not drawn)
→ 3.8, -1.9, 17.3, 0.5, -19.1, 0.9, 1.0, 2.6, 0.301
[46] O=C(NC(=S)Nc1ccc(-c2ccc(CO)o2)cc1)c1cccs1
→ -0.7, -10.9, 34.9, 2.6, 31.4, 5.2, 33.5, 20.5, 1.21
[47] CCOC(=O)COc1nc(OC)nc(N2CCOCC2)n1
→ 3.7, -1.7, 14.3, -0.5, -1.4, 2.8, 0.3, 2.5, 0.98
[48] CCN(CC)C(=S)NC(=O)c1cccnc1
→ ·, 5.6, 0.9, 0.6, 24.6, -0.3, -0.4, -5.7, -0.0282
[49] CCOC(=O)C(c1ccccc1)C(Nc1ccc(Cl)c(Cl)c1)c1ccccn1 (stereo not drawn)
→ -9.8, 21.6, 6.8, 1.4, 7.9, 3.1, -0.7, -5.3, -0.0978
[50] COc1cccc(CC(=O)n2nc(N)c3cc4ccc(OC)cc4nc32)c1
→ 0.2, ·, 9.3, 8.0, 7.8, 3.0, 1.6, -7.6, -0.461
[51] CC1CC(C)CN(c2ncnc3c2cnn3Cc2ccc(Cl)cc2)C1 (stereo not drawn)
→ 0.2, -2.5, -6.8, -2.2, 3.0, -0.3, 4.3, -3.8, ·

Screens as filed in PubChem BioAssay.

This is a subset, so the mix of outcomes need not match the whole.
